Compound activity (PubChem BioAssay)
TrxR1 substrate: qHTS Assay for Substrates of Mammalian Selenoprotein Thioredoxin Reductase 1 (TrxR1): qHTS | Thioredoxin reductase 1, cytoplasmic (Rattus norvegicus), O89049 | Potency, µM (doses to about 114 µM), inactives show top-dose activity change, negative = substrate turnover | 0.01% of 390,000 active | purified TrxR1 substrate turnover, NADPH consumption readout; note: potency is the fitted concentration of half-maximal effect; % is set by controls: 0 for no effect and ±100 for the full control effect; nearly all actives have a fitted effect of over 50% in size
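Rat TrxR1, dispensed at 90 nM, was prereduced with 400 uM NADPH (final) for 5 min at ~22 deg C, then incubated with compound 15 min before 400 uM selenite. A first-read NADPH fluorescence drop versus no-compound background flagged substrates.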
mIDH1 inhibitor: qHTS for Inhibitors of mutant isocitrate dehydrogenase 1 (IDH1): qHTS; AID 602179, 2012; IDH1-R132H enzyme, NADPH consumption, diaphorase/resazurin fluorescence; Isocitrate dehydrogenase [NADP] cytoplasmic (Homo sapiens), O75874; Potency, µM (titrated, usually from 76.6 µM), for the others: at the highest dose activity change, negative = inhibition, actives largely listed as inhibitors; 0.093% of 390,000 active; note: potency is the fitted concentration of half-maximal effect; % is set by controls: 0 for no effect and ±100 for the full control effect; nearly all actives have a fitted effect of over 65% in size
Target sequence (O75874 whole entry R132H, stated change not applied): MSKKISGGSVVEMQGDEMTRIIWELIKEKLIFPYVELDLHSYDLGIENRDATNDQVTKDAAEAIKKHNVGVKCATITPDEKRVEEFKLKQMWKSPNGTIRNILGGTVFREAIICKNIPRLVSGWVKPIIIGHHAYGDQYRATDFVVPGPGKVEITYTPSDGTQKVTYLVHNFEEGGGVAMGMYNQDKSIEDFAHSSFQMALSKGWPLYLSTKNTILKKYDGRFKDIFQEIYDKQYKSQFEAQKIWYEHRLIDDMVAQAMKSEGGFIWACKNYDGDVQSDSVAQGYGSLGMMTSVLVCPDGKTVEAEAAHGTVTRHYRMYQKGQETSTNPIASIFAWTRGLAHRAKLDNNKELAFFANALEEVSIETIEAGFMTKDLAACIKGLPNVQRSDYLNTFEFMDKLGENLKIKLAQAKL
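IDH1-R132H (0.5 ug/mL) preincubated 30 min with compound, then NADPH (0.016 mM) and alpha-KG (2 mM) added; 80 min at RT, pH 7.5. Remaining NADPH coupled via diaphorase/resazurin to fluorescence (540/590 nm); concentration-response curves normalized to no-enzyme control.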
GLS inhibitor: qHTS for Inhibitors of Glutaminase (GLS). Glutaminase kidney isoform, mitochondrial (Homo sapiens), O94925. GLS enzymatic activity, qHTS titration. 0.21% of 410,000 active. Potency, µM (top dose mostly 45.5 µM), without a hit: at the highest dose activity change, negative = inhibition, actives largely listed as inhibitors; note: potency is the fitted concentration of half-maximal effect; % is set by controls: 0 for no effect and ±100 for the full control effect
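hKGA in 45 mM KH2PO4 pH 8.2, 0.02% Tween-20 with pin-transferred compounds; 1 mM L-glutamine (stock) plus glutamate oxidase/HRP/Amplex Red coupling added. Fluorescence read initially and after 30 min at RT.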
Pin1 inhibitor: qHTS Assay to Find Inhibitors of Pin1 | Peptidyl-prolyl cis-trans isomerase NIMA-interacting 1 (Homo sapiens), Q13526 | 0.009% of 390,000 active | Pin1 FP peptide displacement, HiFluor488, 10 min | Potency, µM (top dose mostly 115 µM), without a hit: at the highest dose activity, negative = inhibition, actives largely listed as inhibitors; active = well fitted inhibition curve with a large enough effect in the polarisation, with a control signal flat, not every such curve was filed as active; inconclusive = small, poorly fitted or top-dose-only effect, or effect the other way, or a change in a side signal; inactive = no such curve, though single readings can be large or run the other way; the % refers to the polarisation; note: potency is the fitted concentration of half-maximal effect; % is set by controls: 0 for no effect and ±100 for the full control effect
Target sequence (Q13526 whole entry, looked up): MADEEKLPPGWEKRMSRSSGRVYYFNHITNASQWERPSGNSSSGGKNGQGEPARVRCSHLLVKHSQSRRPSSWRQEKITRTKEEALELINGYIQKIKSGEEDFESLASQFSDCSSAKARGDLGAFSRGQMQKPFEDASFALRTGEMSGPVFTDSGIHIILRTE
PI4K2A inh: qHTS for small molecular inhibitors of PI4K2A; AID 1346378, 2018; 0.13% of 420,000 active; purified PI4K2A, ADP-Glo luminescence, 1 h; hits give low values; Phosphatidylinositol 4-kinase type 2-alpha (Homo sapiens), Q9BTU6; activity change, negative = inhibition, % at 76.9 µM; in the data active = activity change below about -50%; inconclusive = mostly about -30% to -49%;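 note: -100% = wells without enzyme as full effect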
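PI4K2A activity was measured by ADP-Glo luminescence: enzyme (4 ug/mL stock) and phosphatidylinositol (1.2 mM stock) in Tris pH 7.5/MgCl2/EGTA/Triton X-100 buffer were reacted with ATP (300 microM stock) for one hour at ambient temperature.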
USP1 inh: Inhibitors of USP1/UAF1: Primary Screen. recombinant USP1/UAF1, Ub-Rhodamine cleavage fluorescence. 0.23% of 390,000 active. Ubiquitin carboxyl-terminal hydrolase 1 (Homo sapiens), O94782. Potency, µM (top dose mostly 57.1 µM), inactives show at the highest dose activity change, negative = inhibition, usual class: inhibitors; note: potency is the fitted concentration of half-maximal effect; % is set by controls: 0 for no effect and ±100 for the full control effect; nearly all actives have a fitted effect of over 60% in size; inactives centre near -12
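USP1/UAF1 complex at 1 nM was preincubated with compound for 15 min at room temperature, then Ub-Rho substrate (150nM final) was added. Fluorescence (480/540 nm) was read kinetically, 6 reads every 60 seconds.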
TrxR1 inh: qHTS Assay for Inhibitors of Mammalian Selenoprotein Thioredoxin Reductase 1 (TrxR1): qHTS; Thioredoxin reductase 1, cytoplasmic (Rattus norvegicus), O89049; recombinant rTrxR1, NADPH fluorescence consumption, selenite substrate; Potency, µM (series often up to 114 µM), without a hit: top-dose activity change, negative = inhibition, usual class: inhibitors; 1% of 390,000 active; AID 588453, 2011; note: potency is the fitted concentration of half-maximal effect; % is set by controls: 0 for no effect and ±100 for the full control effect; nearly all actives have a fitted effect of over 65% in size
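Rat TrxR1 (90 nM in the dispensed reagent) was pre-reduced with 400 uM NADPH for 5 min at room temperature, then incubated with compound for 15 min. After 400 uM selenite was added, NADPH fluorescence (Ex 340/Em 450 nm) was followed for 8 min.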
PGK inhibitor: qHTS Assay to Find Inhibitors of Phosphoglycerate Kinase. Potency, µM (doses to about 57.5 µM), inactives show at the highest dose activity change, negative = inhibition, hits mostly inhibitors. PGK/GAPDH coupled, Kinase-Glo luminescence, 60 min. 0.043% of 380,000 active. Phosphoglycerate kinase, glycosomal (Trypanosoma brucei brucei), P07378; note: potency is the fitted concentration of half-maximal effect; % is set by controls: 0 for no effect and ±100 for the full control effect; nearly all actives have a fitted effect of over 60% in size
Target sequence (P07378 whole entry, looked up): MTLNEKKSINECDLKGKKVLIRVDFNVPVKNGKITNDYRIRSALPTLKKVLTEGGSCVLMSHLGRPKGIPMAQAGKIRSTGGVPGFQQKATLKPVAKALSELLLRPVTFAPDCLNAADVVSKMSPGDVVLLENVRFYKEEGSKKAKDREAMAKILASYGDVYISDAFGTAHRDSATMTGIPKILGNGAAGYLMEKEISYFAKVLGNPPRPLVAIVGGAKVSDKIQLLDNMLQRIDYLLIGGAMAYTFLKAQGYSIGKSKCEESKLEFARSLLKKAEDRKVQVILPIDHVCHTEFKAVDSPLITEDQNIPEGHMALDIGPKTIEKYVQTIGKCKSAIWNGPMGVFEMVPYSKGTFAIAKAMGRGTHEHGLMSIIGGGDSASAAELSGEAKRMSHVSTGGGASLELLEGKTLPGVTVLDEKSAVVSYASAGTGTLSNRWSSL
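Recombinant glycosomal PGK reaction used 1,3-bisphosphoglycerate generated in-well by GAPDH (100nM final) in 100mM TEA pH 7.6, 5mM MgCl2, 0.01% Tween-20. After 60 minutes at room temperature, ATP was read by Kinase-Glo Plus luminescence end-point.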
HP1b binding inh: HTS for Inhibitors of HP1-beta Chromodomain Interactions with Methylated Histone Tails | Chromobox protein homolog 1 (Homo sapiens), P83916 | 0.56% of 390,000 active | AlphaScreen HP1-beta / biotin-H3K9me3 peptide binding | Potency, µM (top dose mostly 114 µM), without a hit: at the top dose activity change, negative = inhibition, actives largely listed as inhibitors; note: potency is the fitted concentration of half-maximal effect; nearly all actives have a fitted effect of over 70% in size; inactives centre near 23
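AlphaScreen: HP1-beta (50 nM) preformed 30 min with biotin-H3(1-18)K9me3 peptide (50 nM) in PBS pH 7.4, 0.01% Tween-20. Compound added for 30 min at RT, then streptavidin donor/nickel chelate acceptor beads (10 ug/mL) for 30 min.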
The depositor's hits bear a star; i = inactive; ? = inconclusive; . = no result given; [ ] = dose if it differs, or a comment. Unless noted, calls come from the whole dose curve; as a rule, active = well fitted curve in the direction sought with a large enough effect; inconclusive = small, poorly fitted or top-dose-only effect, or another doubt; inactive = no such curve, though single readings can be large; an effect the other way counts as inactive or inconclusive. The list is partial (hit frequency here may not be typical).

SMILES	TrxR1 substrate	mIDH1 inhibitor	GLS inhibitor	Pin1 inhibitor	PI4K2A inh	USP1 inh	TrxR1 inh	PGK inhibitor	HP1b binding inh
CC(=O)NC1C(=O)N(CCc2ccccc2)c2ccc(Br)cc21 (centres undefined)	-9.6%	9.9%	-5.4%	-3.8%	6.7	-13.5%	-7.1%	-4.8%	23.6%
Cc1ccccc1CC1(CO)CCCN(Cc2cn[nH]c2-c2ccccc2)C1 (centres undefined)	-3.5%	-1.8%	1.3%	-0.1%	2.4	-3.0%	9.2%	i	15.8%[57 µM]
CCOC(=O)C1CCN(Cc2cnc(NC(=O)OC)s2)CC1	0.6%	0.8%	.	-13.3%	-5.4	-3.0%	10.9%	-5.4%	10.4%
COc1cccc(CN2CCc3nc(Nc4ccc5c(c4)OCCO5)ncc3C2)c1OC	1.2%[57.1 µM]	.	12.3%	-3.0%	-4.4	-7.4%	15.2%[57.1 µM]	.	?
CCOC(=O)N1CCN(CC(O)COc2c(OC)cccc2OC)CC1 (centres undefined)	4.9%[57.1 µM]	1.2%	-4.8%	-7.4%	0.5	-5.0%	11.0%[57.1 µM]	-7.7%	28.4%
CCOC(=O)N1CCN(C(=O)COc2ccc3c(c2)C(=O)CC2(CCN(C(C)=O)CC2)O3)CC1	99.6%[activator][57.1 µM]	4.8%	-0.4%	-9.9%	2.7	1.4%	32.6%[activator][57.1 µM]	-1.8%	37.7%[activator]
O=C(CNC(=O)c1cccc(F)c1)OCc1cc(=O)n2cc(Br)ccc2n1	-5.9%	2.3%	8.2%	0.3%	-7.2	-6.7%	-9.1%	-7.2%	18.5%
N#CCC(=O)N/N=C/c1ccc(OCC(=O)Nc2ccc(F)cc2)cc1	2.1%	5.7%	-5.2%	43.3%[activator]	-0.9	-15.8%	13.4%	.	62.5%[activator]
COc1ccc(C(C#N)=Cc2ccc(N(C)CCC#N)cc2)cc1	.	1.9%	5.2%	.	7.2	?	.	-0.9%	.
Cc1cc(=O)oc2cc(OCC(=O)OCC(=O)Nc3ccccc3C(C)C)ccc12	27.6%	-5.3%	13.6%	3.4%	3.1	-5.5%	-17.1%	6.4%	30.4%
Cc1ccc2c(c1)sc(C)[n+]2CCCS(=O)(=O)[O-]	-5.8%	-9.5%	4.2%	-16.6%	-13.3	-2.1%	24.4%	-0.9%	55.2%[activator]
O=C(Nc1ccc(Oc2c(F)c(F)c(F)c(F)c2F)cc1)OC1CCN2Cc3ccccc3N=C12 (centres undefined)	3.6%	3.6%	-5.1%	4.5%	2.1	-19.4%	17.0%	i	57.0%[activator]
COCCN(C(=O)C(=O)NC1CCCC1)C(C(=O)NC1CCCC1)c1ccccc1F (centres undefined)	1.6%	9.1%	1.5%	-1.1%	-2.8	-12.9%	11.4%	-1.4%	88.2%[activator]
O=C(Nc1sc2c(c1C(=O)NCC(O)CO)CCCC2)c1ccccc1 (centres undefined)	7.1%	5.0%	6.4%	-3.0%	1.3	-10.2%	13.2%	-7.0%	30.4%
OCCCn1c(-c2ccccc2)n[nH]c1=S	-7.9%	2.1%	-9.3%	-9.8%	0.7	-15.2%	-33.2%	-0.6%	24.4%
O=C(COC(=O)CCOc1ccccc1)NCCc1ccccc1	-1.1%	5.1%	1.9%	-1.9%	4.2	-14.4%	8.8%	-0.5%	44.1%[activator]
Cc1nc(SCC(=O)Nc2nc3ccccc3s2)c(C#N)c(C)c1C	-0.9%	-1.1%	-2.8%	8.9%	2.3	-16.1%	-20.4%	9.3%	41.7%[activator]
CCc1ccc(CNC(=O)C(CC)n2nc(C)c3c(C)n(-c4ccccc4)nc3c2=O)cc1 (centres undefined)	8.0%	9.0%	-6.3%	4.3%	0.8	-15.5%	44.2%[activator]	i	47.5%[activator]
CC(CCc1ccccc1)NC(=O)c1ccc(NC(=O)c2ccc(Cl)cc2Cl)cc1 (centres undefined)	8.0%[57.1 µM]	5.1%	0.1%	0.0%	-1.6	-15.0%	16.1%	3.8%	41.6%
CSCc1cc(N2CCOCC2)nc(SCc2ccc(Cl)c(Cl)c2)n1	2.0%	1.6%	1.4%	38.0%[activator]	-12.6	-14.4%	-2.1%	.	45.0%[activator]
Oc1c(C(c2ccccn2)N2CCOCC2)ccc2cccnc12 (centres undefined)	-3.1%	14.9%	-2.6%	-8.7%	-1.6	-6.3%	?	.	?
COc1cccc2c(=O)ccoc12	44.5%[activator]	1.9%	5.5%	-1.5%	5.2	-22.8%	13.0%	2.3%	36.7%
Cc1ccc2cc(/C=N/NC(=O)c3ccc(F)cc3)c(Cl)nc2c1	3.4%[57.1 µM]	0.5%	-0.2%	23.4%	-4.9	-3.9%	11.0%[57.1 µM]	-4.2%	12.8%
COCCNC(=O)c1ccccc1N(Cc1ccccc1)S(=O)(=O)c1ccccc1	2.5%	4.1%	13.0%	-4.0%	0.9	-8.2%	32.2%	-4.0%	32.9%
O=C(CNc1cc([N+](=O)[O-])ccc1NCCO)Nc1cccc(S(=O)(=O)N2CCCCC2)c1	-5.5%	-1.4%	18.9%	9.4%	2.6	-5.4%	8.1%	-3.5%	-5.2%
Next results follow.
SMILES	TrxR1 substrate	mIDH1 inhibitor	GLS inhibitor	Pin1 inhibitor	PI4K2A inh	USP1 inh	TrxR1 inh	PGK inhibitor	HP1b binding inh
O=C1N/C(=N/S(=O)(=O)Cc2ccccc2)S/C1=C/c1ccc2c(c1)OCO2	-9.9%	4.5%	14.0%	-6.3%	-3.3	-0.8%	-17.8%	-4.9%	33.2%
FC(F)(F)c1cccc(N2CCc3cn[nH]c32)c1	17.5%[57.1 µM]	-1.3%	8.6%	?	-4.4	-8.2%	5.6%[57.1 µM]	-5.5%	13.5%
O=C(NCCCNC(=O)c1ccccn1)c1ccccn1	7.0%	0.7%	9.4%	2.9%	3.7	-19.4%	15.2%	7.6%	69.3%[activator]
Cc1c2cnn(-c3ccccc3)c(=O)c2c(C)n1CC(=O)Nc1ccccc1Br	1.5%	9.9%	-2.6%	10.7%	0.2	-23.0%	10.2%	i	8.7%
CCOCCCNC(=S)Nc1ccc2nc(N3CCCC3)cc(C)c2c1	4.1%	7.8%	19.6%	-6.2%	7.0	-18.0%	?	-11.0%	5.6%
CCCN(C(=O)CCc1nc(-c2ccc(C)cc2)no1)c1ccc(OCC)cc1	3.2%	7.5%	0.2%	0.2%	-0.3	-18.6%	15.0%	2.0%	80.6%[activator]
COc1cccc(-c2nc(-c3ccccc3)nc(N3CCN(C)CC3)c2C#N)c1	-7.4%	-3.7%	2.7%	0.7%	-0.2	-5.1%	3.7%	-6.9%	-8.5%
CC(C)COP(=O)(c1ccc(N(C)C)cc1)C(O)c1ccccc1 (centres undefined)	2.8%	-0.6%	5.0%	-1.3%	-6.9	-11.2%	11.7%	6.3%	9.2%[57 µM]
COc1ccc(C2C(C#N)=C(N)Oc3cc(C)n(Cc4ccncc4)c(=O)c32)cc1 (centres undefined)	-0.6%	-1.0%	18.8%	3.3%	-2.7	-4.4%	-13.4%	-0.8%	19.2%
COc1ccccc1N1CCN(S(=O)(=O)c2cc(Br)cnc2N)CC1	-4.0%	-3.9%	3.1%	-2.4%	-2.0	-14.5%	5.0%	3.1%	17.6%
CN(C)C(=O)CCc1ccc2c3c([nH]c2c1)[C@]1(CCC2CCCC2)[C@@H](C(=O)N2CCOCC2)C[C@H](CC(=O)NCC24CC5CC(CC(C5)C2)C4)C(=O)N1CC3	-3.2%	-6.2%	-10.8%	3.8%	-1.2	-18.9%	21.5%	-3.0%	10.3%
OC1CCCN(CC(O)COc2ccc(-c3ccccc3)cc2)C1 (centres undefined)	-1.7%	2.5%	-5.6%	-5.0%	-1.7	-9.1%	12.7%	-1.2%	18.2%
COc1ccc(NC(=O)c2sc3nc[nH]c(=O)c3c2C)cc1Cl	0.2%[57.1 µM]	30.2%[activator]	-15.5%	18.2%	-2.0	-3.5%	16.3%[57.1 µM]	-0.3%	9.1%[57 µM]

2 compounds drawn at random from the list so far:
SMILES	TrxR1 substrate	mIDH1 inhibitor	GLS inhibitor	Pin1 inhibitor	PI4K2A inh	USP1 inh	TrxR1 inh	PGK inhibitor	HP1b binding inh
CCOCCCNC(=S)Nc1ccc2nc(N3CCCC3)cc(C)c2c1	4.1%	7.8%	19.6%	-6.2%	7.0	-18.0%	?	-11.0%	5.6%
FC(F)(F)c1cccc(N2CCc3cn[nH]c32)c1	17.5%[57.1 µM]	-1.3%	8.6%	?	-4.4	-8.2%	5.6%[57.1 µM]	-5.5%	13.5%
